# Screening data as filed in PubChem.
# GSK3 alpha inh: blockers of GSK3A enzyme activity – biochemical, luminescence, cell-free homogeneous, HTS, primary screen; GSK-3 alpha kinase, ADP-Glo luminescence, 60 min; AID 2650, 2010; inhibition, % at 10 µM; Glycogen synthase kinase-3 alpha (Homo sapiens), P49840; 320,000 compounds, 0.1% hits;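 in the data active means inhibition above about 50%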;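 further: GST-tagged GSK-3 alpha with peptide substrate and 25 µM ATP; 0% = DMSO neutral wells and 100% = GW8510 positive control wells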
# GSK3beta inhib: human GSK3beta kinase inhibitors, primary screen, biochemical, cell-free homogeneous, HTS; Glycogen synthase kinase-3 beta (Homo sapiens), P49841; GST-GSK3beta kinase, ADP-Glo luminescence, 60 min; hits give low values; activity score (negative = inhibition), % at 10 µM; 300,000 compounds, 0.038% hits;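 active means more than half of replicate wells score below -50%, meaning over 50% inhibition versus plate controls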;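 further: 0% = median DMSO wells and -100% = median GW8510 positive control wells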
#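 Assay system: GST-tagged human GSK3beta kinase, cell-free; Input: 1.6 ng GSK3beta; Medium: Tris/MgCl2 kinase buffer; Timing: 60 min enzyme reaction, room temperature; Signal: ADP-Glo luminescence quantifying ADP generated by kinase; Evaluation: score relative to plate controls; Benchmarks: DMSO neutral wells and GW8510 at 20 µM as positive.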
# KCNQ1 inh: inhibitors of human KCNQ1 channel, primary screen, cell-based, thallium flux, high-throughput; Potassium voltage-gated channel subfamily KQT member 1 (Homo sapiens), P51787; CHO-K1 KCNQ1, FluxOR thallium flux fluorescence; hits give high values; B-score at 10 µM; 310,000 compounds, 1.3% hits; AID 2642, 2010;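 active means compounds whose thallium flux B-score, printed positive for inhibition, exceeds three library SD while starting fluorescence stays within three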;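 further: channel opened by potassium depolarization with thallium stimulus after 20 min compound exposure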
# Target sequence (P51787 whole entry, looked up): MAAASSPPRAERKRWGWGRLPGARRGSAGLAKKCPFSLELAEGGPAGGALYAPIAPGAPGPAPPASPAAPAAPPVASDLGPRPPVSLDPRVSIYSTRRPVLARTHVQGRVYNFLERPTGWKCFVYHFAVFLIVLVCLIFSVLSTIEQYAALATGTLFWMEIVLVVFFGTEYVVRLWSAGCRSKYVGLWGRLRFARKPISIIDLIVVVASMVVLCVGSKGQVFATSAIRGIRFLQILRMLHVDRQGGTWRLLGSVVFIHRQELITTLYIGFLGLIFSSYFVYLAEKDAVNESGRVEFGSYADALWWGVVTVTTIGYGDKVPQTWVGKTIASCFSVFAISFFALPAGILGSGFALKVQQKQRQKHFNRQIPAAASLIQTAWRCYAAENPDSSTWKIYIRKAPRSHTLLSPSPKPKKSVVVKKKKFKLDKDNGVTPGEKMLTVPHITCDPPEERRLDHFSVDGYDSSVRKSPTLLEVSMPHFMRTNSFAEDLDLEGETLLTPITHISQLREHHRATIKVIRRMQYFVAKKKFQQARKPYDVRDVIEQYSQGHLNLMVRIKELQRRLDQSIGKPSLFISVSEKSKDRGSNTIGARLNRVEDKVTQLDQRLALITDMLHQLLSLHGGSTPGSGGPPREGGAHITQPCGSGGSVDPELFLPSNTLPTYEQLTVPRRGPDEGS
# RGS4 pot: RGS4 potentiators or activators, primary screen, cell-based, HEK293 M3R inducible RGS4, calcium flux; carbachol calcium flux Fluo4; hits give low values; B-score at 10 µM; 310,000 compounds, 0.92% hits;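 active means B-score of the integrated calcium signal more than 4 SD below the library mean, with starting fluorescence not abnormally high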;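 further: negative B-score means reduced calcium response which marks RGS4 activation or potentiation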
#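 Material: Inducible-RGS4 HEK293 cells carrying M3 receptor; also added: carbachol at ECmax as muscarinic agonist stimulus; incubation: compound preincubation 20 min at room temperature before agonist; signal: Fluo4-AM (2 µM) calcium-flux fluorescence, kinetic read; measure: integrated calcium ratio converted to B score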
# KCNQ1 act: potentiators or activators of KCNQ1 channel, primary screen, cell-based, thallium flux, high-throughput; CHO-K1 KCNQ1, thallium flux FluxOR fluorescence; hits give high values; 310,000 compounds, 0.35% hits; B-score at 10 µM; Potassium voltage-gated channel subfamily KQT member 1 (Homo sapiens), P51787;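 active means fluorescence ratio B-score, a plate-corrected score, at least three library SD, with initial intensity B-score within 5 SD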
#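 System: CHO-K1 cells stably expressing KCNQ1 / Medium: assay buffer for compound exposure, DMSO matched across wells / Reagent: thallium- and potassium-containing depolarizing buffer / Compound: one concentration, matched DMSO / Incubation: 20 min compound pretreatment at room temperature / Measured by: kinetic FluxOR fluorescence, 10 s baseline plus 110 s post-stimulus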
# PolyA inh: polyadenylation inhibitors in yeast reporter cells, primary screen, luminescence, S. cerevisiae. AID 1875, 2009. calls only at 12 µM. 300,000 compounds, 0.02% hits. S. cerevisiae SKY197-pL101 polyadenylation reporter, beta-gal luminescence; efflux-impaired pdr1/pdr3 knockout yeast; score 100 = 6 SD above DMSO;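 active means lowest replicate activity score at least 50, where 100 means six control SD above control mean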;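 further: yeast exposed to compound for 9 h at 30 °C; higher score means more reporter readthrough which indicates perturbed polyadenylation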
# RGS4 block: RGS4 inhibitors, primary screen, cell-based, HEK293 M3R inducible RGS4, calcium flux; 310,000 compounds, 0.45% hits; B-score at 10 µM; Fluo-4 calcium flux; hits give high values; triggered by carbachol at its EC20;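 active means B-score, a plate-corrected calcium signal, over three deviations above library mean, with baseline fluorescence within five deviations of library mean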;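 further: RGS4 expression induced by doxycycline in cells with stable M3 receptor; B-score is computed from the integrated fluorescence ratio over baseline after carbachol; higher B-score means a larger calcium signal and so more RGS4 inhibition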
# KCNK9 inh: KCNK9 potassium channel inhibitors, primary screen, HEK293 cells, thallium flux | Potassium channel subfamily K member 9 (Homo sapiens), Q9NPC2 | FluxOR thallium flux fluorescence; hits give low values | B-score at 10 µM | 310,000 compounds, 1.2% hits;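 active means ratio B-score over 3 SD below the library mean, with starting fluorescence within 5 SD of its mean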;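 further: negative B-score means less thallium flux so channel inhibition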
# Target sequence (Q9NPC2 whole entry, looked up): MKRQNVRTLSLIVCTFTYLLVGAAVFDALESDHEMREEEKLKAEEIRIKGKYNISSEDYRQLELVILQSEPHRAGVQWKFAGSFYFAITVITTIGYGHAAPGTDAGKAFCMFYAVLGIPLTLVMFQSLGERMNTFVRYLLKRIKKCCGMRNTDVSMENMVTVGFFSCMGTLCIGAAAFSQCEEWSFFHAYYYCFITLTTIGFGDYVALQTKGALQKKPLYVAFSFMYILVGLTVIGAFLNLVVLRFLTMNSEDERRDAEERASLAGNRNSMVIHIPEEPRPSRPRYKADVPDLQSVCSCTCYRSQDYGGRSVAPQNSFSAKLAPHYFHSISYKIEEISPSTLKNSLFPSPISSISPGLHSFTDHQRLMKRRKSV
# KCNK3 inh: human KCNK3 channel inhibitors, primary screen, CHO cells, FluxOR thallium flux, B-score; Potassium channel subfamily K member 3 (Homo sapiens), O14649; FluxOR fluorescence; hits give low values; B-score at 10 µM; 340,000 compounds, 0.84% hits;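 active means B-score under library mean minus 4 SD, starting fluorescence ratio at most library mean plus 5 SD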;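 further: more negative B-score means stronger inhibition of thallium flux through KCNK3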
# hERG protect: hERG rescue from dofetilide block, primary screen, cell-based, CHO-hERG, FluxOR thallium flux, dofetilide IC70; dofetilide IC70 present; activation (rescue from dofetilide block), less the hit threshold, % at 10 µM; 310,000 compounds, 0.51% hits; AID 1511, 2009;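 active means activation above the mean of controls blocked by dofetilide plus 5 SD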;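 further: thallium influx through hERG after potassium depolarization seen as dye fluorescence rise; in these data hits start at about 4.7%; inactives centre near -7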
# Dyrk1A ADPGlo: rat Dyrk1A kinase inhibitors, primary screen, biochemical, single point, plate reader; inhibition, % at 12.5 µM; Dual specificity tyrosine-phosphorylation-regulated kinase 1A (Rattus norvegicus), Q63470; ADP-Glo luminescence, NFATc1 peptide; 310,000 compounds, 0.43% hits; in the data active means inhibition above about 50%;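 further: plate controls were vehicle with enzyme for no effect and no enzyme for full effect; many of its hits are not listed in these tables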
# * hit, by the source's call; i = inactive; · = not tested or not shown. These rows are one share of the data; the hit share may differ from the screen's.
Molecule	GSK3 alpha inh	GSK3beta inhib	KCNQ1 inh	RGS4 pot	KCNQ1 act	PolyA inh	RGS4 block	KCNK9 inh	KCNK3 inh	hERG protect	Dyrk1A ADPGlo
CCN(CC)S(=O)(=O)c1ccc(S(=O)(=O)Nc2cc3c(cc2C(C)=O)OCO3)cc1	-1	-4	i	i	i	i	i	i	i	-6	-5
CCCCN(CCCNc1ncnc2nc[nH]c12)c1ccccc1	-2	1	i	i	i	i	i	i	i	-8	1
O=C(NC(CC(=O)N1CCN(c2ccc([N+](=O)[O-])cc2)CC1)c1ccccc1)c1ccccc1Cl (stereo not drawn)	3	0	i	i	i	i	i	i	i	-14	-2
C=C1/C(=C\C=C2/CCC[C@]3(C)[C@@H]([C@H](C)/C=C/[C@@H](O)C4CC4)CC[C@@H]23)C[C@@H](O)C[C@@H]1O	-5	-2	i	i	i	i	i	i	·	-9	·
COc1cccc(CNCCN2CCOCC2)c1OC	-2	0	i	i	i	i	i	i	i	-3	-1
CNc1ccc(S(=O)(=O)NC)cc1[N+](=O)[O-]	2	0	i	i	i	i	i	i	i	-14	-3
Cc1ccc(-c2csc3nc[nH]c(=O)c23)c(C)c1	-2	-1	i	i	i	i	i	i	i	-3	17
Nc1c(C(=O)N/N=C/c2cccnc2)oc2nc(-c3ccco3)cc(-c3ccco3)c12	18	-3	i	i	i	i	i	i	i	-14	·
COc1cnc(-c2ccccn2)nc1Oc1ccc(Cl)c2ccccc12	0	1	i	i	i	i	10*	-8.1*	i	-4	-5
CCn1c2ccccc2c2cc(NC(=O)c3ccc(C)c([N+](=O)[O-])c3)ccc21	-1	-2	i	i	i	i	i	i	i	-13	-4
CC(C)OC(=O)c1c(NC(=O)CCn2nnc3ccccc32)sc2c1CCCC2	-2	3	i	i	i	i	i	i	i	-16	-3
CC(C)Cn1c(=O)c2c(c3ccccc31)OC(C)C(=O)N2 (stereo not drawn)	·	-1	i	i	i	i	i	i	i	-7	1
CC1=CC(C)(C)[N+](C)(C)c2ccccc21	-1	-4	i	i	i	i	i	i	i	-9	-5
COC(=O)c1ccc(CN2CCN(CCC(C)C)C(CCO)C2)cc1 (stereo not drawn)	-4	0	6*	i	i	i	i	i	i	-18	-4
COc1ccc(C(=O)NCC(=O)OCC(=O)NC(=O)NC2CCCCC2)cc1OC	-2	0	i	i	i	i	i	i	i	-9	-11
O=C(CS(=O)(=O)c1ccc(Br)cc1)N1CCOCC1	2	-2	i	i	i	i	i	i	i	-6	2
Cn1c(SCC(=O)N/N=C/C=C\c2ccccc2[N+](=O)[O-])nc2ccccc21	-5	-2	i	i	i	i	i	i	i	-8	5
O=c1[nH]c(-[n+]2ccc3ccccc3c2)c(/C=N/N=C(\[O-])c2ccccc2)s1	0	3	i	i	i	i	i	i	i	-3	1
O=CN(Cc1ccco1)C1(C(=O)NC2CCCCC2)CCCCC1	2	-1	i	i	i	i	i	i	i	-18	2
COc1ccc(NC(=S)N2CCN(S(=O)(=O)c3ccc(OC)cc3)CC2)cc1	·	-21	i	i	i	·	i	i	i	-9	-6
CC(=O)NC1(C(F)(F)F)NC(=O)N(CC(C)C)C1=O (stereo not drawn)	0	2	i	i	i	i	i	i	i	-5	-1
COc1ccc(/C=N/OCC(=O)Nn2c(C)nc3ccccc3c2=O)cc1	-3	-2	i	i	i	i	i	i	i	-6	-3
CC1CCN(c2cc(N3CCC(C)CC3)c([N+](=O)[O-])cc2/C=C(\C#N)c2nn(-c3ccccc3)c(N)c2C#N)CC1	-1	6	i	i	i	i	i	i	i	-2	-2
O=C(/C=C/c1c(Cl)cccc1Cl)n1cccn1	1	2	i	i	i	i	i	i	i	-8	2
COC(=O)c1ccn(-c2nc(-c3ccco3)cc(C(F)(F)F)n2)n1	-4	0	i	i	i	i	i	i	i	0	5
COCCN1C(=O)c2ccc(C(=O)NCc3cccnc3)cc2C1=O	-3	1	i	i	i	i	i	i	i	-2	-2
COc1ncnc2c1oc1ccccc12	-7	-1	i	i	i	i	i	i	i	-12	0
O=C(C1CCN(CCCc2ccccc2)CC1)N1CCCCC1	·	2	i	i	i	i	i	i	i	-3	7
COc1nccc(NCc2ccccc2)c1C#N	0	0	i	i	i	i	i	i	i	-5	·
O=C(O)c1cc(-c2ccccc2)n[nH]1	3	32	i	i	i	i	i	i	i	-4	-5
COc1ccc(OCCCn2cccc2/C=C2/C(=N)N3OC(C)=CC3=NC2=O)cc1	-1	0	i	i	i	i	i	i	i	-8	4
CCOc1ccc(-c2cc(C(=O)N3CCCC3)c3ccccc3n2)cc1	-1	2	i	i	i	i	i	i	i	-10	-1
Cc1cc(N2CCN(C(=O)Nc3ccc(F)cc3F)CC2)c2ccccc2n1	-1	-2	i	i	i	i	i	i	i	-5	2
CCOC(=O)c1ccc(NCCc2ccc(OC)c(OC)c2)c(N)c1	·	2	i	i	i	i	i	i	i	-9	2
CCN(CC)c1ccc(C=C2C(=O)OC3(CCCCC3)OC2=O)cc1	-2	-1	i	i	i	i	i	i	i	-14	-2
Cc1nc2ccccc2c2oc(C(=O)N3CCN(C(=O)c4ccco4)CC3)cc12	-2	-1	i	i	i	i	i	i	i	-12	16
O=c1[nH]c2ccc(NC(=S)NC3CCCCC3)cc2[nH]1	1	-1	i	i	i	i	i	i	i	-3	1
COc1ccc(C2c3c(oc4ccccc4c3=O)C(=O)N2CCN2CCOCC2)cc1OC (stereo not drawn)	3	0	i	i	i	i	i	i	i	-10	-6
COCCCNC(=O)/C(C#N)=C/c1c(N2CCCCCC2)nc2ccccn2c1=O	-2	0	i	i	i	i	i	i	i	-4	-2
COc1cc(C2CC(=O)OC3=C2C(=O)CC(C)(C)C3)cc(OC)c1OC (stereo not drawn)	0	-2	i	i	i	i	i	i	i	-5	·
CC(C)[C@H](NC(=O)[C@@H]1CSC2c3ccccc3C(=O)N21)C(=O)NC1CCCC1 (stereo partly drawn)	2	4	i	i	i	i	i	i	i	-8	-1
O=C(Nc1cccc2ccccc12)OC1C=CS(=O)(=O)C1 (stereo not drawn)	1	-16	i	i	i	i	i	i	i	-3	-6
C/C(CCc1ccccc1)=N\NC(=O)C1C2CCCCC21 (stereo not drawn)	-2	0	i	i	i	i	i	i	i	-4	0
CCCCn1c(CNC(=O)C23CC4CC(CC(C4)C2)C3)nnc1SC(C)CC (stereo not drawn)	-1	0	i	i	i	i	i	i	i	-12	2
CC1CC(C)CN(C(=O)c2cc3c(s2)CCC3)C1 (stereo not drawn)	2	1	i	i	i	i	i	i	i	-3	2
NC(=O)C1CCN(C(=O)NC(=O)c2ccccc2)CC1	1	2	i	i	i	i	i	i	i	-10	-3
COc1ccccc1NC(=O)c1ccc(-n2ccnc2)c([N+](=O)[O-])c1	-1	-1	i	i	i	i	i	i	i	-1	3
Cc1ccc(C)c(S(=O)(=O)NCc2ccc(C(=O)NCc3ccccn3)cc2)c1	-1	4	i	i	i	i	i	i	i	-8	2
CCOC(=O)CSc1ccc2nnc(CCNS(=O)(=O)c3ccc(C)cc3)n2n1	0	2	i	i	i	i	i	i	i	-18	·
NS(=O)(=O)c1ccc(NC2=CC(c3ccc(F)cc3)N(c3ccc(S(N)(=O)=O)cc3)C2=O)cc1 (stereo not drawn)	-1	2	i	i	i	i	i	i	i	-8	0
CCn1cc(-c2ccccc2)c(C(=O)O)c1-c1ccc(OC)cc1	-3	-1	i	i	i	i	i	i	i	-3	10
CC(C)C(NC(=O)c1ccccc1F)C(=O)Nc1ccc2c(c1)OCO2 (stereo not drawn)	-2	-2	i	i	i	i	i	i	i	-3	1
CCNC(=O)Cn1cnc2c1c(=O)n(C)c(=O)n2C	2	1	i	i	i	i	i	i	i	-5	-9
COC(=O)/C=C/S(=O)(=O)c1ccc(NC(C)=O)cc1	-1	0	6*	i	i	i	6*	i	i	-21	-1
CCC(=O)Nc1c(C(=O)Nc2ccc3c(c2)OCCO3)oc2ccccc12	4	-1	i	i	i	i	i	i	i	-12	·
CCOC(=O)/C(C(=O)Nc1ccc(Br)cc1)=C1/NC(C)(C)Cc2ccccc21	-2	1	i	i	i	i	i	i	i	-10	2

# (list continues)
Molecule	GSK3 alpha inh	GSK3beta inhib	KCNQ1 inh	RGS4 pot	KCNQ1 act	PolyA inh	RGS4 block	KCNK9 inh	KCNK3 inh	hERG protect	Dyrk1A ADPGlo
COc1ccc(N(CC(=O)NCCC2=CCCCC2)S(=O)(=O)c2ccc(C)cc2)cc1OC	-1	-1	i	i	i	i	i	i	i	-18	1
Oc1ccc(Br)cc1/C=N/NC(=S)NCCc1ccccc1	1	0	i	i	i	i	i	i	i	-13	28
S=C(NCCc1ccccc1)NC1CC1	4	-1	i	i	i	i	i	i	i	-1	0
COc1ccc(N/C=C\C(=O)c2ccc(C)cc2)cc1OC	1	1	i	i	i	i	i	i	i	-3	4
CC(Oc1ccc(Cl)cc1)C(=O)Nc1ccc(S(=O)(=O)N2CCOCC2)cc1 (stereo not drawn)	-3	·	i	i	i	i	i	i	i	-7	-5
O=C(Nc1nnc(SCc2ccccc2)s1)c1cccs1	2	2	i	i	i	i	i	i	i	-3	-1
